SMN2 splice up – qHTS Assay for Enhancers of SMN2 Splice Variant Expression; HEK293 SMN2-luciferase splicing reporter, luminescence, 30-36 h; Potency, µM (top dose mostly 46.1 µM), without a hit: at the top dose activity change, positive = activation, most hits filed as activators; 210,000 tested, 2.8% active; also: potency is read from the fitted curve at half-maximal effect; % of control where 0% means no effect; nearly all actives have a fitted effect of over 55% in size
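HEK293 cells carry an SMN2 […]–luciferase reporter in which exon 7 inclusion puts luciferase in frame. Cells were plated 10-12 h before compound addition, then incubated 30-36 h at 37C. ONE-Glo luminescence was read; sodium butyrate at 4.5 mM final served as control.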
LMNA splice mod – qHTS Assay for Modulators of Lamin A Splicing. HeLa LMNA splicing GFP/RFP minigene ratio, 48 h. Potency, µM (top dose mostly 46.1 µM), without a hit: top-dose ratio change, negative = inhibition, hits mostly inhibitors. 200,000 tested, 0.01% active; active = well fitted inhibition curve with a large enough effect in the signal ratio, with a control signal flat, not every such curve was filed as active; inconclusive = small, poorly fitted or top-dose-only effect, or effect the other way, or a change in a side signal; the % refers to the signal ratio; also: potency is read from the fitted curve at half-maximal effect; % is scaled to controls: 0 for no effect and ±100 for the full control effect
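S3 HeLa cells stably expressing lamin A-EGFP splicing minigene plus DsRed2, 600 cells/well, 48 h compound exposure at 37C. Laser-scanning cytometry; analysed as GFP (500-530 nm)/RFP (575-640 nm) total intensity ratio; 0.5% DMSO vehicle.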
HTT ATP protect – qHTS Multiplex Assay to Identify Dual Action Probes in a Cell Model of Huntington: Cytoprotection (ATP); PC12 HTT-Q103 induced, cytoprotection, ATP luminescence, 40 h; Potency, µM (doses to about 56.4 µM), for the others: cytoprotection (ATP increase), actives largely listed as activators; 230,000 tested, 0.14% active;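 also: potency is read from the fitted curve at half-maximal effect; % of control where 0% means no effect; nearly all actives have a fitted effect of over 45% in size; toxic huntingtin expression switched on by the ecdysone agonist tebufenozide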
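Compounds were screened for protection of PC12 cells against cell death after tebufenozide induction (100 nM final) of mutant Huntingtin exon 1 (Q103) fused to GFP.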
Luc counter – Counterscreen for Luciferase (Kinase-Glo TM) Inhibition; Luciferin 4-monooxygenase (Photuris pensylvanica), Q27757; Kinase-Glo luciferase, ATP luminescence, 8 min; Potency, µM (highest dose often 38.3 µM), inactives show top-dose activity change, negative = inhibition, usual class: inhibitors; 200,000 tested, 0.28% active; AID 1379, 2008; also: potency is read from the fitted curve at half-maximal effect; % is scaled to controls: 0 for no effect and ±100 for the full control effect; nearly all actives have a fitted effect of over 60% in size
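Inhibition of Kinase-Glo luciferase light generation was assessed at 10 uM ATP in pH 7.2 imidazole buffer, with luminescence measured after eight minutes at ambient temperature.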
CBFb RUNX1 block – qHTS Assay for Compounds Blocking the Interaction Between CBF-beta and RUNX1 for the Treatment of Acute Myeloid Leukemia. AlphaScreen CBFb-His/RUNX1-biotin binding, biochemical. Potency, µM (series often up to 59.8 µM), for the others: at the highest dose activity, negative = inhibition, hits mostly inhibitors. 230,000 tested, under 10 active; also: % of control where 0% means no effect
Target sequence (Q01196 whole entry, looked up): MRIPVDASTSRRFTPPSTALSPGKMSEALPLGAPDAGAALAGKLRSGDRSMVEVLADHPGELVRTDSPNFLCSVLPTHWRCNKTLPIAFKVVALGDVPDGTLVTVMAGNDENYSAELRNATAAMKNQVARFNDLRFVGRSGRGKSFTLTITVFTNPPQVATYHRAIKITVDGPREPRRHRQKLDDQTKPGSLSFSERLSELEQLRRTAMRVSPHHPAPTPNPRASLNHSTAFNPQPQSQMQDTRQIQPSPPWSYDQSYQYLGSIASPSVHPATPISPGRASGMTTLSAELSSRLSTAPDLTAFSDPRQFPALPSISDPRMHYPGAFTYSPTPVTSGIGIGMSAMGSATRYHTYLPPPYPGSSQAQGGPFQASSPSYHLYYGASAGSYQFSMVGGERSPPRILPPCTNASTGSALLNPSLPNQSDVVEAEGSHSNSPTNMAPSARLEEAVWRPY
Target sequence (Q13951 whole entry, looked up): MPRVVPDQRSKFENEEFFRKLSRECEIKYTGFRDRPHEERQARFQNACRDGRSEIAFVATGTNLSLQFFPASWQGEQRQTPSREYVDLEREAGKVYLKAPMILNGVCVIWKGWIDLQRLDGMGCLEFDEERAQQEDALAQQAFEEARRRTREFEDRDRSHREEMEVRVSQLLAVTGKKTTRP
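CBFb-His/RUNX1-biotin, 30 nM each, preincubated 20 min RT; compound 15 min RT; Ni + streptavidin beads 50 ng each, 90 min RT; AlphaScreen read.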
HttQ103 aggreg – qHTS Multiplex Assay to Identify Dual Action Probes in a Cell Model of Huntington: Aggregate Formation (GFP); AID 1688, 2009; 220,000 tested, 1.1% active; PC12 HttQ103-GFP aggregates, Acumen cytometry, 40 h; Potency, µM (top dose mostly 46.1 µM), without a hit: at the top dose activity change, negative = inhibition, most hits filed as inhibitors; also: potency is read from the fitted curve at half-maximal effect; % is scaled to controls: 0 for no effect and ±100 for the full control effect; nearly all actives have a fitted effect of over 60% in size
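Read-out: GFP aggregate count by laser scanning cytometer (488 nm excitation, 500-530 nm emission, 1–25 µm objects >6 SD above background). Cells: PC12, inducible HTTex1-Q103-GFP, 100 nM tebufenozide; compounds titrated.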
IMPase Li inh – qHTS Assay for Identifying the Cell-Membrane Permeable IMPase Inhibitors: Potentiation with Lithium; CHO-M1 cells, IP1 TR-FRET (IP-One), carbachol + lithium; Potency, µM (titrated, usually from 59.4 µM), for the others: top-dose activity, negative = IMPase inhibition, usual class: inhibitors; 210,000 tested, 0.35% active;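 also: IP1 builds up when IMPase is blocked and the TR-FRET signal falls; potency is read from the fitted curve at half-maximal effect; plate controls were basal vehicle for no effect and high inhibitor control for full effect; nearly all actives have a fitted effect of over 50% in size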
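CHO cells stably expressing M1 receptor (2000/well, cultured 16–30 h) treated 30 min at 37C with compound plus low lithium. Cytosolic IP1 by TR-FRET (665/620 ratio and 620 channel) after 10 min lysis; AC50 by Hill fit.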
The depositor's hits bear a star; u = inconclusive; x = no result given; & = joins results of further samples; [ ] = another dose, or the depositor's remark. Unless noted, calls follow the shape of the dose curve; as a rule, active = well fitted curve in the direction sought with a large enough effect; inconclusive = small, poorly fitted or top-dose-only effect, or another doubt; inactive = no such curve, though single readings can be large; an effect the other way counts as inactive or inconclusive.

SMILES	SMN2 splice up	LMNA splice mod	HTT ATP protect	Luc counter	CBFb RUNX1 block	HttQ103 aggreg	IMPase Li inh
Cc1ccc(C(=O)O/N=C(\N)c2cccnc2)cc1[N+](=O)[O-]	u	9%	21%[10 µM]	-4%	-6%	-17%	-1%
COCCCNc1c2c(nc3nnnn13)CCCC2	-1%	x	-30%[inhibitor]	-1%	2%	-11%	15%
CCCc1cc2c(cc1NS(=O)(=O)c1ccc(CCNC(C)=O)cc1)OCO2	-14%	4%	11%	0%	7%	-11%	3%[38.3 µM]
COc1ccccc1-c1ccc(SCc2cccc(C)c2)nn1	-58%[inhibitor]	x	u	-4%	1%	22µM*	9%
O=C(NC1CCC(c2ccccc2)CC1)c1cccnc1 (configuration not stated)	-10%	x	x	-1%	-2%	x	5%
CC1Cc2cc(/C(O)=C3/C(=O)C(=O)N(CCN4CCOCC4)C3c3cccc(Cl)c3)ccc2O1 (configuration not stated)	-8%	0%	-18%[0.074 µM]	4%	-11%	30%	6.3µM*
CCOC(=O)c1ccc(S(=O)(=O)NCCN(CC)CC)cc1	-31%[inhibitor]	x	9%[10 µM]	1%	11%	-4%[9.22 µM]	17%
CCN(Cc1ccncc1)C(=O)c1ccc2c(c1)S(=O)(=O)c1ccccc1C2=O	10%	25%[46 µM]	-44%[inhibitor]	0%	-1%	-6%	-7%
COc1ccc(SCc2noc(C(=O)NCC3CCCO3)c2C(=O)O)cc1 (configuration not stated)	-2%	-2%[0.0737 µM]	-4%	2%	1%	1%	6%[38.3 µM]
Nc1nonc1-c1nc2ccccc2n1Cc1ccc(F)cc1Cl	u	11%	-30%	0%	2%	u	5%[38.3 µM]
O=C(Cn1c(=O)n(CC2CCCO2)c(=O)c2ccccc21)c1ccc(Cl)c(Cl)c1 (configuration not stated)	10%	2%	-63%[inhibitor]	-2%	11%	9%	-85%[38.3 µM]
O=C(Oc1ccc(NC(=O)c2cc3c(cc2Br)OCO3)cc1)c1ccccc1	x	x	27%[10 µM]	x	-2%	-16%[9.22 µM]	x
CCOC(=O)c1cc2c(ccn2C)n1CC(=O)N1CCN(c2ccccc2)CC1	x	4%	-15%[10 µM]	x	5%	11%	x
COc1cc(CNCCNC(=O)c2nonc2N)ccc1OCc1ccc(Cl)nc1	-12%	x	x	1%	2%	x	6%
CC(C)Oc1cc(NC(=O)CS(=O)(=O)CC(=O)N(C)C)c(Cl)cc1Cl	x	x	34%[10 µM]	x	3%	16%[9.22 µM]	3%
COc1cccc(CNc2nc3ccc(C)cc3n3cnnc23)c1	x	x	-1%[10 µM]	x	9%	-10%[9.22 µM]	x
c1ccc(COc2ccc(OCCCCN3CCCCC3)cc2)cc1	28%	4%	-4%	-3%	1%	-2%	54%[activator][38.3 µM]
Cc1cc(F)ccc1N1CCC(N2CCN(CCC(C)C)C(CCO)C2)CC1 (configuration not stated)	x	x	34%[10 µM]	0%	10%	24%[9.22 µM]	6%
O=[N+]([O-])c1ccc(Oc2cccc(F)c2)c2ccncc12	-9%	-4%	16%	-1%	-18%	-14%	24%[38.3 µM]
Cc1[nH]n(-c2ccccc2)c(=O)c1C(=O)c1ccc(Cl)cc1	x	x	18%[10 µM]	x	1%	17%[9.22 µM]	x
CCC(=O)Nc1ccccc1C(=O)N1CCOCC1	3%	1%	6%	2%	4%	-5%	-15%[38.3 µM]
O=C(c1ccccc1Oc1ccccc1)N1CCN(c2ccccc2)CC1	3%	u	-21%	-1%	0%	-2%	-1%[38.3 µM]
CN(C)[C@@H]1C(=O)C(C(N)=O)=C(O)[C@]2(O)C(=O)C3=C(O)c4c(O)ccc(Cl)c4[C@H](O)[C@H]3C[C@@H]12	-8%[20.6 µM]	u	u	0%[17.1 µM]	-19%[21.7 µM]	-14%	u
C/C(=N\NC(=O)c1nc(C)cc(C)n1)c1ccccc1	11µM*	3%	-15%	-12%	1%	-2%	5%[38.3 µM]
C=CCn1c(SCC(=O)Nc2ccc(N(C)C)cc2)nnc1-c1cccc(C)c1	-8%	2%	-8%[0.074 µM]	12%	-21%	31%	0%[38.3 µM]
O=C(COC(=O)c1cc(NS(=O)(=O)c2cccs2)ccc1O)Nc1ccccc1	x	x	-11%[10 µM]	x	2%	18%[9.22 µM]	x
O=C(c1ccco1)N1CCCN(C(=O)c2ccco2)CC1	20%	-2%	6%	2%	12%	-1%	19%[38.3 µM]
COc1ccc(C(=O)NC(=S)NCC2CCCO2)cc1 (configuration not stated)	36%	4%	-3%[10 µM]	-1%	18%	2%	-3%
CCCCC/C=C\C/C=C\C/C=C\CCCCC(=O)O	-14%&-5%	u	14%&-24%&-26%	1%	-5%&14%	-3%	0%&16%
COc1ccc2nc(-c3ccccc3)[nH]c2c1	6.3µM*	5%	-47%[inhibitor][10 µM]	u	16%	-11%	0%[38.3 µM]
O=S(=O)(Cc1ccccc1)N1CCC(N2CCN(c3ccccc3)CC2)CC1	-16%	-4%	-14%	1%	1%	-1%	5%[38.3 µM]
COc1ccccc1/C(O)=C(\C#N)c1nc2ccccc2[nH]1	3%	-14%[46 µM]	-13%	-2%	u	-18%	u
COc1ccc(C(=O)Nc2ccc(C)c(S(=O)(=O)N3CCCCCC3)c2)cc1	x	x	-34%[inhibitor]	x	-5%	u	5%
CN(CC(=O)NC1CCN(Cc2ccccc2)CC1)S(=O)(=O)c1ccc2c(c1)c(=O)n(C)c(=O)n2C	-31%[inhibitor]	-19%[46 µM]	-36%[inhibitor]	3%	-4%	16%	7%
CC(=O)c1nc(N2C(=O)CC(Cc3cccc(C)c3)C2=O)sc1C (configuration not stated)	-2%	4%	-4%	1%	4%	1%	u
Cc1ccc(C(=O)CN(C(=O)c2ccc(Cl)cc2)N2C(=O)c3ccccc3C2=O)cc1	-19%	4%	-1%	3%	3%	10%	5%[38.3 µM]
N#CC1=C(SCC(=O)c2ccc(Br)cc2)NC2=C(C(=O)CCC2)C1c1ccco1 (configuration not stated)	-58%[inhibitor]	-1%	-117%[inhibitor]	-4%	-7%	4%	23%[38.3 µM]
CC1CN=C(N(C(=O)Nc2ccccc2)C(C)c2ccccc2)S1 (configuration not stated)	x	x	12%[10 µM]	x	3%	-5%[9.22 µM]	x
COc1ccc(C(=O)NC(C)c2nnc(SCC(=O)Nc3nc4ccccc4s3)n2C)cc1 (configuration not stated)	-23%	13%	-9%	-6%	0%	7%	-23%[38.3 µM]
O=C(O)c1ccc(S(=O)(=O)NC2CCCc3ccccc32)cc1 (configuration not stated)	-6%	9%	-3%	-3%	-5%	21%	-3%[38.3 µM]
COc1ccc(N=C2SCC(=O)N2CCc2ccc(OC)c(OC)c2)cc1	x	x	13%[10 µM]	x	3%	18%[9.22 µM]	x
Cc1cc(C)c2c3c(sc2n1)C(=O)N(Cc1ccccc1)CC(=O)N3	-4%	1%	3%	1%	1%	26%[9.22 µM]	9%[38.3 µM]
CN1CCN(c2ccc([N+](=O)[O-])cc2C(=O)c2ccc(Cl)cc2)CC1	12%	u	-52%[inhibitor][10 µM]	10%	1%	16%	-6%
O=C(Nc1sc2c(c1C(=O)c1ccc(Cl)cc1)CCCC2)c1cccnc1	-1%	u	-7%[10 µM]	3%	u	-33%	35%[activator][38.3 µM]
COc1ccc(C)cc1NC(=O)C1CCCN(S(=O)(=O)c2cccc3nonc23)C1 (configuration not stated)	-19%	3%	x	3%	11%	0%	4%
O=S(=O)(/N=C(/Nc1ccc(Cl)cc1Cl)c1ccccc1)c1cccs1	x	-5%[46 µM]	15%[10 µM]	0%	4%	13%[9.22 µM]	1%
COC(=O)NC(=S)Nc1ccc(Oc2ccc(Cl)cc2)c(Cl)c1	-5%	6%	17%	-3%	-2%	33%	22%[38.3 µM]
N#Cc1ccc(C23CC4(C2)[C@H](CN(Cc2ccc(C(F)(F)F)cc2)[C@@H]4c2ccccc2)C3c2ccc(Cl)nc2)cc1 (some centres not stated)	-11%	x	-35%[inhibitor]	-4%	-12%&0%	-1%[9.22 µM]	-3%

Screening results as filed in PubChem BioAssay.

No enrichment for hits. Share with any hit: about 4%.
